SIRT5 inh – inhibitors of human sirtuin-5 desuccinylase; Q9NXA8; Purified SirT5, succinyl-peptide AMC, trypsin-coupled fluorescence; inhibition, % at 15 µM; 1.1% of 330,000 active; AID 652115; in the data active = inhibition above about 15%; inconclusive = no clear call, values can overlap the other calls
Target sequence (Q9NXA8 whole entry, looked up): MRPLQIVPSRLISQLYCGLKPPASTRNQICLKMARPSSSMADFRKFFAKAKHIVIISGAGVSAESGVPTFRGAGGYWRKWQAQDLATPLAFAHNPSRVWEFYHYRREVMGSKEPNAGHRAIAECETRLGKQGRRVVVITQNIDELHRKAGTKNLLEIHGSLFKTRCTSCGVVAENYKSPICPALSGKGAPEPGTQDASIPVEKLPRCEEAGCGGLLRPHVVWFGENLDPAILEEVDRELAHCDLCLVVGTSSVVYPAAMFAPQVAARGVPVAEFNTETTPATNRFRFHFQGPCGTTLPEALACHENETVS
LGR2 inh – Drosophila LGR2 receptor signaling inhibition. HEK293 LGR2, CRE-luciferase, bursicon-stimulated, 4 h. inhibition, % at 9.99 µM. 0.35% of 380,000 active. AID 720647;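 active = drop in luminescence signal, shown as inhibition above about 50% in the replicate tests, limit read from the data, passing the limit was not always enough; inconclusive = probably only some replicates passing the limit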;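 note: agonist challenge used bursicon conditioned medium at about half maximal strength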
CASP6 VEID inh – caspase-6 (human) enzyme inhibition | P55212 | purified caspase-6, Z-VEID-R110 cleavage fluorescence | inhibition, % at 12.5 µM | 0.53% of 350,000 active;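 active = mean inhibition across replicates at least about 35%, with every replicate also reaching that limit, limit read from the data; inconclusive = only one of the two criteria met; inactive = neither criterion met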;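 note: 0% = median of neutral control wells and 100% = no fluorescence left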
Target sequence (P55212 24-179 limits assumed): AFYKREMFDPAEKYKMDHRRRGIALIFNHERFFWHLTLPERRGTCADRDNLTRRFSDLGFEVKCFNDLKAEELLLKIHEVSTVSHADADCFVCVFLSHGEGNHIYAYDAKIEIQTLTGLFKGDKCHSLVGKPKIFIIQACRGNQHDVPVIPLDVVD
Target sequence (P55212 194-293 limits assumed): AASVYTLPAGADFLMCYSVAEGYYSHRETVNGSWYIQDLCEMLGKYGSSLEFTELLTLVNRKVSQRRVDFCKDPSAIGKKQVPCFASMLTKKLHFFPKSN
EWS-Fli inh – EWS/Fli transcriptional activity inhibition; A673 NR0B1-luciferase reporter, viability-normalised; inhibition, % at 12.6 µM; 0.67% of 350,000 active; AID 651661;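 active = mean inhibition of at least 50% after viability correction, with every replicate also passing that limit; inconclusive = mean reaches 50% but only one of two replicates passes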;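 note: firefly luciferase signal divided by Alamar Blue viability fluorescence both relative to DMSO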
DENV2 CPE rescue – inhibitors of DENV2 cytopathic effect. DENV2-infected cells, cytopathic effect rescue, plate reader. CPE inhibition, % at 9.99 µM. 1.7% of 350,000 active; in the data active = CPE inhibition above about 20%, passing the limit was not always enough; inconclusive = no clear call, values can overlap the other calls; tested in BHK-21 cells;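 note: 0% = median of neutral control wells and 100% = median of positive control wells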
ARNT TACC3 PPI – disrupts binding between human ARNT and TACC3 | AlphaScreen His-ARNT PAS-B/GST-TACC3 binding, luminescence; TACC3 fragment carries E629A point mutation | Q9Y6A5 | inhibition, % at 9.99 µM | 0.66% of 390,000 active;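 active = mean inhibition of replicates at least 50% and at least half of replicates each reaching 50%; inconclusive = half or more replicates reach 50% but mean below 50%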;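 note: 0% = complete ARNT plus TACC3 wells and 100% = ARNT alone without TACC3; many hits fall short of the cut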
PAX8 inh HTS – lowers PAX8-driven luciferase in RMG-I cells | AID 652154 | 1.2% of 360,000 active | inhibition, % at 12.6 µM | RMG-I TPO-luciferase reporter, SteadyGlo, 24 h;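 active = mean replicate inhibition at least 60% with every replicate also reaching 60%; inconclusive = only one of the two criteria is met; inactive = mean below 60% and not all replicates reaching 60%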;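 note: luciferase light reporting Pax8 driven TPO promoter activity; plate controls were median of neutral control wells for no effect and mitoxantrone controls for full effect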
An asterisk follows results filed as active; ? = inconclusive; · = no result given; & = joins results of further samples.

smiles,SIRT5 inh,LGR2 inh,CASP6 VEID inh,EWS-Fli inh,DENV2 CPE rescue,ARNT TACC3 PPI,PAX8 inh HTS
COc1cc([N+](=O)[O-])cc(/C=N/NC(=O)C(C)Nc2cccc3ccccc23)c1O (stereo unspecified),9,19,3,8,5,15,30
COc1ccc(C(=O)COC(=O)c2sc(C)nc2C)cc1Cl,-1,-1,-1,7,4,-1,4
CCC(=O)N1CCc2cc(Br)cc(S(=O)(=O)N(C)c3ccc(OC)cc3)c21,0,10,-2,-11,-3,-5,-15
CCc1cc2c(nc1CC)CCCN2C,·,-8,-9,-10,-4,·,-32
CNC(=S)NCCc1ccc(OC)cc1,0,·,0,-10,-6,·,-4
N#C/C(=C\c1cn(CC(=O)N2CCCC2)c2ccccc12)C(=O)NCc1ccc2c(c1)OCO2,·,-20,·,·,·,-5,-2
Cc1ccc(S(=O)(=O)Nc2ccc3c(c2)CC(=O)N([C@@H](C)CO)C[C@@H](C)[C@@H](CN(C)Cc2ccc4c(c2)OCO4)O3)cc1,2,-10,-1,-9,-10,7,-18
O=C(NN=C1c2ccccc2-c2ccccc21)c1cccc(Br)c1,-1,·,-4,21,-3,-9,-17
C[C@H](CO)N1C[C@H](C)[C@@H](CN(C)C(=O)NC2CCCCC2)Oc2c(NS(=O)(=O)c3cn(C)cn3)cccc2C1=O,-1,13&12,-1,0&-9,?,-9&-1,-14
CC(C)CCN(C(=S)Nc1cccc(C(F)(F)F)c1)C(C)c1ccccn1 (stereo unspecified),-1,-3,-1,11,-5,25,-8
O=C1N[C@@H](c2ccccc2)COC(=O)[C@@H](Cc2ccc(F)cc2)C/C=C\C[C@@H]1CC(=O)N(CCO)Cc1ccccc1,·,17,0,10,?,1,6
COc1ccc(NC(=O)C2=NN(c3ccccc3)C(=O)CC2)cn1,1,3,8,8,-5,-1,12
Cc1cc([N+](=O)[O-])nn1CC(=O)NCc1ccccc1,1,-2,-6,5,-3,6,9
CCOc1ccc(N(CC(=O)NC2CCCCC2)C(=O)Cn2nnc(-c3ccc(C)o3)n2)cc1,1,-13,0,-5,12,3,-15
O=C(c1cccnc1)N1CC(=O)N2[C@H](C1)[C@@H](c1ccc(-c3ccc(F)cc3)cc1)[C@@H]2CO,2,10,·,-4,6,·,-1
CC1(C(=O)NS(=O)(=O)c2cccc(OC(F)F)c2)CCN1C(=O)C/C=C/c1ccccc1 (stereo unspecified),4,14,4,-7,-5,·,3
O=C(COC(=O)c1ccccc1O)NCc1ccccc1Cl,-3,-5,2,-4,-4,-1,-11
COc1ccccc1NC(=O)C1CCN(C(=O)C2CC(=O)N(c3ccc(C)cc3)C2)CC1 (stereo unspecified),4,12,-6,-3,3,11,1
CC(=O)N1c2ccccc2S(=O)(=O)c2c1ccc1ccccc21,-1,4,1,-3,7,0,0
Cc1ccc(-n2c(=O)cc(N3CCN(Cc4ccccc4)CC3)[nH]c2=O)cc1,4,8,3,-3,·,9,-9

The list continues:
smiles,SIRT5 inh,LGR2 inh,CASP6 VEID inh,EWS-Fli inh,DENV2 CPE rescue,ARNT TACC3 PPI,PAX8 inh HTS
O=c1c2c([nH]n1-c1ccccc1)CCSC2,-3,6,·,-13,10,-11,-16
CCN(C[C@@H]1[C@H](c2ccccc2)[C@@H](CO)N1CC1CC1)C(=O)c1ccccn1,0,1,-4,2,6,1,2
O=C(O)c1cccc(S(=O)(=O)Nc2ccccc2-c2ccccc2)c1,-1,6,2,6,-3,0,22
C[C@H](CO)N1C[C@H](C)[C@H](CN(C)Cc2ccc(Oc3ccccc3)cc2)Oc2c(NC(=O)C3CCOCC3)cccc2C1=O,-3,0,-2,4,2,3,6
COc1ccc(S(=O)(=O)Nc2ccc3c(c2)C(=O)N([C@@H](C)CO)C[C@H](C)[C@@H](CN(C)Cc2ccccc2)OCCCC[C@@H](C)O3)cc1,·,1,·,-9,1,-7,-21
CC1CCCCC12NC(=O)N(CC(=O)N1CCN(S(=O)(=O)c3ccc4c(c3)CCC4)CC1)C2=O (stereo unspecified),4,3,5,3,-11,1,2
C[C@H](CO)N1C[C@H](C)[C@H](CN(C)Cc2ccc(C(=O)O)cc2)Oc2ccc(NC(=O)CCC(F)(F)F)cc2C1=O,-1,-36,0,-10,11,-1,10
CCCC(=O)Nc1ccc2c(c1)C(=O)N(C)[C@H]1CC[C@H](CC(=O)N3CCCCC3)O[C@@H]1CO2,5,-12,2,-2,0,-7,-1
CCOC(=O)C1=NOC(C(=O)NN(C)c2ncc(C(F)(F)F)cc2Cl)C1 (stereo unspecified),-4,6,1,1,·,-2,6
C#CCNC(=O)C1=C[C@H](c2ccc(C(F)(F)F)cc2)C[C@H](OCCCCO)O1,-3&1,-8,0&2,-29&1,-2&5,2&-2,4&-19
CN(C(=O)CSc1ncn[nH]1)C1(C#N)CCCCC1,-3,12,1,8,11,2,-7
COCCOC(=O)N1C(=O)[C@@]2(c3cc(C#CCC(C(=O)OC)C(=O)OC)ccc31)[C@H](c1ccccc1OCCO)N1[C@H](c3ccccc3)[C@H](c3ccccc3)OC(=O)[C@H]1[C@@H]2C(=O)NC[C@H](O)c1ccccc1,16*,·,-1,-3,30*,17,·
CCN(CC)S(=O)(=O)c1ccc(Cl)c(NC2=NCCCCC2)c1,2,21,0,9,-8,7,1
C[C@H](O)[C@@H]1C(=O)N2CCc3ccc(N4CCOCC4)cc3[C@@H]2C[C@@H]1N(C)S(=O)(=O)c1ccccc1,-2,5,0,2,2,1,-43
Cc1cc2nnc(SCC(=O)Nc3cccc(S(=O)(=O)N4CCOCC4)c3)n2c2ccccc12,·,-11,·,·,·,-1,7
O=C(c1cccc(C(F)(F)F)c1)C1CCCN(C(=O)c2cc(C3CC3)[nH]n2)C1 (stereo unspecified),1,-5,0,·,1,-2,1
COc1cc2ccccc2cc1C(=O)N/N=C/c1cccnc1,1,8,-4,-1,?,-29,15
COC(=O)c1ccc(COc2ccccc2[N+](=O)[O-])o1,·,-6,·,·,·,-20,-21
Cc1ccc(NC(=O)c2ccc(Cl)cc2[N+](=O)[O-])nc1,-4,·,2,37,·,·,7
COc1ccc(NC(=O)c2ccc(S(=O)(=O)N(C)C)cc2)cc1,-6,-25,1,-13,0,-10,-20

(next part)
smiles,SIRT5 inh,LGR2 inh,CASP6 VEID inh,EWS-Fli inh,DENV2 CPE rescue,ARNT TACC3 PPI,PAX8 inh HTS
O=C(c1ccc(Cl)c(S(=O)(=O)N2CCCCCC2)c1)N1CCN(c2ccc(O)cc2)CC1,0,9,2,5,0,6,21
Cc1nn2c(=S)[nH]nc2[nH]c1=O,-2,-7,6,6,1,-1,1
N#CCn1cc(/C=N/NC(=O)c2cc3c(ccc4ccccc43)o2)c2ccccc21,-2,-3,-2,25,-1,-16,24
CCOC(=O)C1CCN(c2c(N3CCCCCC3)c(=O)c2=O)CC1,1,22,2,-5,6,-1,17
Cc1noc(C)c1NC(=O)N(C)C[C@H]1Oc2ncc(C#CC(C)C)cc2C(=O)N([C@@H](C)CO)C[C@@H]1C,0,-9,-1,-14,-6,-3,·
Cc1ccc(C2(c3ccccc3)NC(=O)N(CC(=O)NC3CCS(=O)(=O)C3)C2=O)cc1C (stereo unspecified),-2,-2,4,4,1,-4,-4
COc1ccc(N2CCN(Cc3nc4scc(-c5cccs5)c4c(=O)[nH]3)CC2)cc1,·,5,0,9,1,1,-2
CCCn1nnnc1NCc1ccc(Cl)cc1Cl,-4,-17,-3,7,2,0,8
O=C(COc1cccnc1[N+](=O)[O-])NCc1cccs1,-2,7,-4,1,5,1,17
CCc1cc2ccc(OC)cc2nc1SCC(=O)NNC(=O)c1ccco1,1,0,4,9,-3,-10,13
CCn1c(SCC(=O)NCc2ccccc2)nnc1C(CO)NC(=O)c1ccccc1 (stereo unspecified),-1,1,5,·,5,·,-17
COc1ccc(S(=O)(=O)N(C)C[C@@H]2OCc3cnnn3CCCC(=O)N([C@H](C)CO)C[C@H]2C)cc1,0&-18,-6&2,-1&-3,3&6&-2,5&-6,8,3&14&-1
N/C(=N\OC(=O)c1ccccc1)c1ccccn1,-5,95*,1,20,2,·,17
CC1CN(C(=O)C(C)Sc2nnnn2C)CC(C)O1 (stereo unspecified),-6,-7,-2,3,4,-3,-6
COc1ccc(C(C(=O)NCC2CCCO2)N(C(=O)CNC(=O)c2cccs2)c2ccc(NC(C)=O)cc2)cc1OC (stereo unspecified),-1,4,1,-4,9,-3,-17
COc1cccc(CN2CCCC(CNC(=O)c3ccc(F)cc3)C2)c1OC (stereo unspecified),-5,6,-4,2,·,·,19
C[C@@H]1CN([C@@H](C)CO)C(=O)c2cccc(NS(=O)(=O)c3cccs3)c2O[C@H]1CN(C)Cc1ccccc1,-5,2,-1,0,-13,-5,-5
COc1ccc2c3c(n(C)c2c1)[C@H](CO)N(C(=O)C1CC1)CC31CCN(CC2CCCC2)CC1,0,-10,-1,-3,-9,·,-5
N/C(=N\c1nc2ccccc2o1)NC(=O)c1cccc(Br)c1,-1,6,-2,3,5,·,-7
O=C(Nc1cc(F)ccc1F)N[C@@H]1CC[C@H](CCNC(=O)c2cnccn2)O[C@@H]1CO,-2,7,-4,3,34*,-3,-2

Later entries.
smiles,SIRT5 inh,LGR2 inh,CASP6 VEID inh,EWS-Fli inh,DENV2 CPE rescue,ARNT TACC3 PPI,PAX8 inh HTS
CO[C@@H]1CN(C)C(=O)c2ccc(NC(=O)Nc3c(C)noc3C)cc2OC[C@H](C)N(CC2CC2)C[C@H]1C,3,2,-5,-4,4,3,5
O=C(C[C@@H]1CC[C@H]2[C@@H](COC[C@@H](O)CN2C(=O)c2ccccc2F)O1)N1CCN(c2ccccc2)CC1,1,2,2,8,1,10,0
C=CCN1C=C/C(=C\C=C(C#N)C#N)c2ccccc21,-7,9,2,-27,4,11,55
O=C(Nc1cccc(Cl)c1N1CCCCC1)c1ccc(N2CCOCC2)c([N+](=O)[O-])c1,-1,-1,1,-1,-9,-5,13
CCCN(C)C[C@H]1Oc2cc(Br)ccc2S(=O)(=O)N([C@H](C)CO)C[C@H]1C,0,-1,1,-2,-10,-9,·
CC(C)NC(=O)c1sc(=S)n2c1[nH]c(=O)c1ccc(C(=O)NCCc3ccc(Cl)cc3)cc12,0,11,0,-2,-3,18,-18
Cc1c(Cl)cccc1NC(=O)C1CCN(c2cnccn2)CC1,-5,22,4,-5,-6,-3,-1
C[C@H](CO)N1C[C@H](C)[C@@H](CN(C)C(=O)c2ccccn2)Oc2ncc(C#Cc3ccccn3)cc2C1=O,1,26,0,10,7,4,·

3 compounds from above, ordered by molar mass, lowest first.
smiles,SIRT5 inh,LGR2 inh,CASP6 VEID inh,EWS-Fli inh,DENV2 CPE rescue,ARNT TACC3 PPI,PAX8 inh HTS
C[C@H](CO)N1C[C@H](C)[C@@H](CN(C)C(=O)c2ccccn2)Oc2ncc(C#Cc3ccccn3)cc2C1=O,1,26,0,10,7,4,·
CC(C)NC(=O)c1sc(=S)n2c1[nH]c(=O)c1ccc(C(=O)NCCc3ccc(Cl)cc3)cc12,0,11,0,-2,-3,18,-18
CO[C@@H]1CN(C)C(=O)c2ccc(NC(=O)Nc3c(C)noc3C)cc2OC[C@H](C)N(CC2CC2)C[C@H]1C,3,2,-5,-4,4,3,5

High-throughput results from PubChem BioAssay.
